mIAP activ = increases mouse intestinal alkaline phosphatase activity | muIAP, CDP-Star luminescence, 30 min; active compounds read high; 1 = vehicle-only enzyme signal, 0 = enzyme-free wells | actives 0.24% (n = 330,000) | activation factor at 10 µM | AID 2805;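 active means activation factor of at least 2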; further: the source names both 10 and 20 µM as test concentration; values of inactives mirror those of a sister screen read the other way
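Assay system: mouse IAP enzyme / Compound: DMSO-dissolved test compounds / Timing: 30 min, room temperature / Measured by: luminescence from enzymatic CDP-Star hydrolysis / Control set: DMSO-only wells, enzyme-free buffer wells as negative control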
beta cell repl = induces beta-cell replication in MIN6 cells | MIN6 cells proliferation, ATPlite luminescence, 48 h; cells starved in 0.2% serum; 100% = growth in 10% serum | proliferation, % at 10 µM | actives 0.29% (n = 330,000);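 active means compounds whose signal lies at least 3.5 SD above the mean of all wells on their plate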;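 further: 0% = DMSO-treated cells in low-serum medium and 100% = 10% serum control; some compounds called inactive have numbers as strong as hits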
NLRP3 yeast inh = inhibitors of NALP3 inflammasome in yeast; actives 0.39% (n = 330,000); inhibition, % at 10 µM; Yeast reconstituted NLRP3/ASC/caspase-1, beta-gal luminescence, 24 h; AID 2825;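 active means inhibition of 50% or more; inactive means inhibition below 50%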;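 further: plate controls were induced DMSO wells for no effect and uninduced yeast grown without galactose for full effect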
SENP1 FRET inh = SENP1 (human) catalytic domain inhibition; Q9P0U3; recombinant SENP1 catalytic domain, CyPet-SUMO1-YPet FRET cleavage; inhibition, % at 10 µM; actives 0.21% (n = 360,000); AID 624204;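 active means inhibition at least 30% at 10 µM, raw YFP signal under a set limit, fluorescence ratio 0.5 to 1.5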;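 further: 0% = enzyme with DMSO and 100% = no enzyme wells; some results filed as inactive read as strong as hits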
Target sequence (Q9P0U3 419-644 limits assumed): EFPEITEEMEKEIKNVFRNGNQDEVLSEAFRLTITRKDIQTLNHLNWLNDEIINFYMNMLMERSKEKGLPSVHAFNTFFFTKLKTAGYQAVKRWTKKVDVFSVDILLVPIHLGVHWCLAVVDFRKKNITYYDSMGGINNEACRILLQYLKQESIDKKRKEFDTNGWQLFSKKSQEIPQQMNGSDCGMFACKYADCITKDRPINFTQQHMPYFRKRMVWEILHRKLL
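System: Recombinant human SENP1 catalytic domain, His6-tagged | Incubation: Enzyme reaction for 50 min at room temperature, dark | Medium: Tris pH 8 with BME, BSA, NP40 and catalase | Also added: 25 nM SUMO1 FRET substrate | Compound: 10 µM single point, 0.5% DMSO | Measured by: FRET fluorescence in CFP and YFP emission channels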
APOBEC3G inh = blocks human APOBEC3G single-stranded DNA deamination; recombinant A3G, ssDNA deamination FAM/TAMRA fluorescence; inhibition, % at 20 µM; actives 0.28% (n = 330,000);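 active means inhibition of at least 40% at 20 µM, with no more than 30% in the related APOBEC3A deaminase screen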;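 further: plate controls were DMSO wells with A3G for no effect and wells lacking A3G enzyme for full effect; some compounds called inactive have numbers as strong as hits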
mIAP inh = blocks mouse intestinal alkaline phosphatase. purified mouse IAP, CDP-Star luminescence, 30 min. inhibition, % at 10 µM. actives 0.2% (n = 330,000). AID 2806;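 active means inhibition of at least 40% at 10 µM in the primary screen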;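 further: plate controls were DMSO with enzyme for no effect and no enzyme wells for full effect; values of inactives mirror those of a sister screen read the other way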
A3A deaminase = blocks human APOBEC3A ssDNA deamination; P31941; recombinant A3A, FAM/TAMRA ssDNA deamination fluorescence; inhibition, % at 20 µM; actives 0.41% (n = 330,000); AID 493011;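 active means at least 40% inhibition at 20 µM here, with at most 30% in a related deaminase screen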;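 further: plate controls were A3A with DMSO for no effect and wells lacking A3A enzyme for full effect; some results filed as inactive read as strong as hits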
Target sequence (P31941 whole entry, looked up): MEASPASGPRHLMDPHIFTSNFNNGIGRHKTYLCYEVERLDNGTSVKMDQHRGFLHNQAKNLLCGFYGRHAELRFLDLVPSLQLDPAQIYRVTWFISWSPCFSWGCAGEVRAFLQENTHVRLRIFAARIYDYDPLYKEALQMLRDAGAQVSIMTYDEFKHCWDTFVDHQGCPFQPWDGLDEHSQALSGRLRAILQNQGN
hIAP act = human IAP activation; P09923; purified human IAP, CDP-Star luminescence, 30 min; active compounds read high; 1 = vehicle-only enzyme, 0 = enzyme-free background; activation factor at 10 µM; actives 0.16% (n = 330,000); AID 2524;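 active means activation factor of the enzyme at least 2-fold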; further: the source names both 10 and 20 µM as test concentration; values of inactives mirror those of a sister screen read the other way
Target sequence (P09923 whole entry, looked up): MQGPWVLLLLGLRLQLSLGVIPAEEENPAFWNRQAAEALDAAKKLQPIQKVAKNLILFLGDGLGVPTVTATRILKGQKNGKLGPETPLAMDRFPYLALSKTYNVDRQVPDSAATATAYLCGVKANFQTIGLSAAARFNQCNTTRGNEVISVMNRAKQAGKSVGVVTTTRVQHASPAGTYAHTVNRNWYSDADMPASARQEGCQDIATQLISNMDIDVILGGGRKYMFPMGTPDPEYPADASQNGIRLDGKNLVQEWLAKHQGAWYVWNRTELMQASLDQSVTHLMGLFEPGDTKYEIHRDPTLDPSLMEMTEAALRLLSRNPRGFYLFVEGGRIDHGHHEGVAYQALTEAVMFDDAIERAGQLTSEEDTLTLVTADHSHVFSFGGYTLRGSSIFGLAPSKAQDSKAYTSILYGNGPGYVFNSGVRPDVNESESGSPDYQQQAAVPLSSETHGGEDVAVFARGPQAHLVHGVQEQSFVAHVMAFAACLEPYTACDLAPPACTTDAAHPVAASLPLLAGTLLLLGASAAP
hIAP block = human IAP inhibition; purified IAP, CDP-Star luminescence, 30 min; inhibition, % at 10 µM; actives 0.12% (n = 330,000); P09923;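 active means inhibition reaching a set limit with compound at 10 µM in the primary screen, cut at about 35% in these data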;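 further: plate controls were DMSO wells with enzyme for no effect and no-enzyme buffer wells for full effect; values of inactives mirror those of a sister screen read the other way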
Active calls of the source: *. An excerpt. The share of hits here may be higher or lower than overall.

SMILES	mIAP activ	beta cell repl	NLRP3 yeast inh	SENP1 FRET inh	APOBEC3G inh	mIAP inh	A3A deaminase	hIAP act	hIAP block
Cc1ccc(SCCNC(=S)Nc2cc(C)ccc2C)cc1	1.5	-3	22	2	-6	-54	-6	1	-3
CN1CCN(c2cc(=O)n(Cc3ccc(F)cc3)c(=O)[nH]2)CC1	0.94	3	7	-1	2	6	1	0.89	11
COc1ccc(C(=O)COC(=O)c2ccccc2C(=O)N(C)c2ccccc2)c(OC)c1	1	2	-5	-1	-7	0	0	0.88	12
CC(=O)Nc1cccc(NC(=O)CSc2n[nH]c(-c3ccccc3)n2)c1	0.99	1	-1	1	-7	1	-2	0.82	18
Clc1ccc(NCc2nnc3n2CCCCC3)cc1	1.1	-1	2	0	-12	-5	-5	0.97	3
COc1ccc2oc(=O)c(C(=O)n3ccc(C)n3)cc2c1	0.88	-1	1	-18	-11	12	1	0.76	24
CSc1ccc(CN2CCC(Cc3ccccc3)CC2)cc1	1	-4	28	0	3	-4	1	1.1	-8
Cc1ccc(-c2nnc(OCCN3CCOCC3)c3ccccc23)cc1	1	-2	12	1	-3	-4	-3	0.84	16
COc1ccc(C2CC(c3cccs3)=NN2C(=O)CSc2nc3ccccc3s2)cc1 (stereo not given)	0.99	0	7	2	9	1	-2	1	-5
Cn1c(=O)c2c(SCC(=O)Nc3ccccc3F)nc(C3CC3)nc2n(C)c1=O	1	5	15	-5	-9	0	-2	1	-1
CCc1ccc(OCC(=O)Nc2ccc(S(=O)(=O)Nc3ccccn3)cc2)cc1	0.91	0	13	1	-4	9	-4	0.92	8
CCN1/C(=C(\O)c2ccccc2)C(=O)c2ccccc2S1(=O)=O	1	-1	26	3	-7	0	-1	0.94	6
COc1ccc(S(=O)(=O)CCC(=O)Nc2cc(C)ccc2OC)cc1	1	-3	16	-10	-7	-3	-1	1.2	-17
O=C(CNS(=O)(=O)c1ccc(Br)s1)N1CCN(c2ccc(F)cc2)CC1	0.98	1	8	0	-4	2	0	1.1	-7
COc1c(C)cc(C(=O)C2CCCN(Cc3ccc(Oc4ncccn4)cc3)C2)cc1C (stereo not given)	0.95	-2	5	0	-5	5	-1	0.94	6

Sorted by value in mIAP inh (descending): 3 from the list above.
canonical_smiles	mIAP inh
CC(=O)Nc1cccc(NC(=O)CSc2n[nH]c(-c3ccccc3)n2)c1	1
CCN1/C(=C(\O)c2ccccc2)C(=O)c2ccccc2S1(=O)=O	0
COc1ccc(S(=O)(=O)CCC(=O)Nc2cc(C)ccc2OC)cc1	-3

(further entries)
SMILES	mIAP activ	beta cell repl	NLRP3 yeast inh	SENP1 FRET inh	APOBEC3G inh	mIAP inh	A3A deaminase	hIAP act	hIAP block
Cc1ccc2nc(-c3cccc(S(=O)(=O)N4CC(C)OC(C)C4)c3)cn2c1 (stereo not given)	0.93	-2	-2	3	-9	7	-6	0.93	7
CCc1ccccc1NC(=O)CCNS(=O)(=O)c1cc(Br)cnc1N	0.98	2	12	0	-5	2	-2	1	-2
CC1CC(C)CN(C(=O)c2cc3c(=O)n4ccccc4nc3s2)C1 (stereo not given)	0.99	0	25	-62	-8	1	-3	1.1	-9
O=C(CCN1C(=O)c2ccccc2C1=O)NC(=S)Nc1ccccc1Cl	0.96	-1	14	2	-2	4	-6	0.88	12
COc1ccc(CC2SC(N)=NC2=O)cc1 (stereo not given)	0.97	-4	5	15	-5	3	-5	0.94	6
CCOC(=O)c1cnc2cc(F)c(F)cc2c1N1CCOCC1	1.1	6	16	0	-7	-6	-4	0.86	14
CCOC(=O)N1CCC(N(C(=O)Nc2cccc(OC)c2)C(C)CC)CC1 (stereo not given)	1.1	-3	11	1	-2	-10	-8	1.1	-14
CCOC(=O)NN1C(=O)c2ccccc2NC1c1cccc(O)c1 (stereo not given)	0.98	0	16	-2	-1	2	1	0.83	17
O=C(CCn1[nH]c(=O)c2ccccc2c1=O)N1CCOCC1	1.2	-5	8	2	2	-18	6	1	0
CCOc1ccc(-c2cn(-c3ccc(OC)cc3)c(SC)n2)cc1	1	0	24	-1	5	-2	-1	0.91	9
Cc1nc2c([nH]c3ccccc32)c(=O)n1N	1.1	1	17	3	2	-11	0	1.1	-7
Cc1ccc(-c2nnn(CC(=O)N(CC(=O)NC(C)C)c3cnc4ccccc4c3)n2)o1	1.1	-1	9	-19	7	-7	-1	1.2	-21
O=c1cc(-c2cccnc2)oc2c1ccc1ccccc12	1	-2	10	-3	-1	-3	2	1.5	-53
Cc1cccc(C)c1NC(=S)N1CCOCC1	1	-2	14	11	-11	-2	-4	0.97	3
COc1ccccc1CNC(=O)C(CC(C)C)NS(=O)(=O)c1ccc2c(c1)oc(=O)n2C (stereo not given)	1.1	0	7	2	-12	-8	-2	1	-4
COCc1cc(C)nc(SCC(=O)NCC2CCCO2)c1C#N (stereo not given)	0.95	0	9	-2	0	5	2	1	-2
Cc1ccccc1-n1c(N)cc(=O)[nH]c1=S	1	-4	11	-1	6	-1	-5	0.8	20
Cc1ccc(C(=O)N2CCN(c3ccc(C(F)(F)F)cn3)CC2)cc1	0.98	-1	17	3	-2	2	-2	1.1	-15
Cc1cccc(NC(=S)NN(Cc2ccccc2)c2ccccc2)c1C	1	-4	8	0	-11	-4	-5	0.99	0
N#Cc1c2n(c3c(=O)n(CC(=O)c4ccc([N+](=O)[O-])cc4)cnc13)CCCCC2	0.93	-1	6	0	-1	7	5	0.97	3
CCCc1cc(C(=O)NNC(=S)NCC2CCCO2)cs1 (stereo not given)	0.86	0	13	1	6	14	2	0.99	1
CC(C)(C)C(=O)C(Oc1cccc2nonc12)n1cncn1 (stereo not given)	1	0	1	2	-6	-4	-2	0.93	7
COC(=O)c1sc(-c2ccccc2)cc1NC(=O)c1ccccc1	0.85	-3	7	1	-5	15	-3	0.9	10
COc1ccc(OCC(=O)N2CCN(C(=O)Cc3ccccc3)CC2)cc1	1	-2	5	0	-8	-4	-3	1.2	-22
NS(=O)(=O)c1ccc(CCNC(=O)c2ccc3c(c2)OCCO3)cc1	0.8	-2	15	2	-3	20	-1	0.96	4
O=C(Nc1ncc([N+](=O)[O-])s1)C1CCN(S(=O)(=O)c2cnc[nH]2)CC1	0.87	-2	14	-9	-3	13	0	0.96	4
Cc1cc(NC(=O)c2ccc(F)cc2)n(C)n1	0.98	-1	12	1	-9	2	-1	0.91	9
COC(=O)c1sccc1NC(=S)Nc1ccc(OC)cc1	0.87	0	4	0	-5	13	0	1	-2
COc1ccc(NC(=O)NCc2ccc3c(c2)OCO3)c(OC)c1	1	-4	3	0	-5	0	-5	1.1	-14
CC(=O)Nc1ccc(NC(=O)C2CCCN(C(=O)c3ccc(Cl)cc3)C2)cc1 (stereo not given)	1.1	1	8	0	-4	-8	3	1	-4
Cc1cc(C)cc(NC(=O)N2CCC(NC(=O)c3ccc(F)cc3)CC2)c1	0.99	-2	-2	-2	-4	1	2	0.86	14
CC(C)NC(=S)N/N=C/c1cccnc1	1	0	18	0	-6	-4	-2	1	0
C=CCOC(=O)C1=C[C@H](c2ccc(Br)cc2)[C@@H](CCCO)[C@H](OCC)O1	1.1	3	7	1	-12	-5	-4	1.2	-24
C/C(=N\N=C1\NC(=O)C(CC(=O)Nc2ccc(C)c(Cl)c2)S1)C(C)(C)C (stereo not given)	0.86	-5	-4	2	-9	14	-3	1.1	-10
O=C1c2ccccc2S(=O)(=O)N1CCOc1ccccc1	1	0	23	2	3	-4	2	0.94	6
CCOc1ccccc1NC(=O)CN1CCC(NC(=O)c2ccccc2)CC1	0.95	1	20	1	-5	5	0	1.1	-12
Cc1cc(C(=O)CSc2ccc3c(c2)OCCO3)c(C)n1C1CC1	0.95	1	21	0	-6	5	-1	0.97	3
O=C(O)c1ccccc1SCc1cn2cc(Br)ccc2n1	1	-2	8	0	-2	-2	1	1.1	-15
CC1CCN(S(=O)(=O)c2cccc(C(=O)NCc3cccs3)c2)CC1	1	-2	-6	3	-4	0	-2	0.94	6
CCOc1ccc(/C=N/NC(=O)c2ccccc2Cl)cc1CN1CC2CC(C1)c1cccc(=O)n1C2 (stereo not given)	1.1	2	12	-4	0	-6	0	0.83	17
O=C(COC(=O)c1cc(S(=O)(=O)N2CCCC2)ccc1O)NCc1ccccc1	0.95	-4	2	1	4	5	1	0.94	6
Cc1cc(C)c(C)c(OCCCN(C)C)c1	1	-3	3	3	-6	0	-2	1	-2
COc1ccc(C(=O)NC(C)c2csc(C)n2)cc1OC1CCN(C(C)=O)CC1 (stereo not given)	1.1	2	13	1	-5	-6	-6	0.97	3
CCN(CC)CCCNC(=O)CSc1c2c(nc3cc(Cl)ccc13)CCCC2	1.1	-5	16	3	-6	-6	0	1.1	-6
CC(C)N1C(=O)C(Cc2nc3ccccc3c(=O)n2-c2ccccc2)c2ccccc21 (stereo not given)	0.96	-2	4	-1	-2	4	-4	1.2	-18
Cc1cc(NC(=O)CCCN2C(=O)c3cccc4cccc(c34)C2=O)no1	1	0	-4	-1	-2	-2	0	1.1	-14
COC(=O)CC1C(=O)NCCN1C(=S)Nc1cccc(C(F)(F)F)c1 (stereo not given)	1	-1	-1	2	-11	-5	-4	0.92	8
O=C(N/N=C/CCc1ccccc1)C1CCCCC1	0.95	0	13	2	-1	5	-2	0.9	10
FC(F)(F)c1ccc(N2CCN(c3ncnc4c3nnn4Cc3ccccc3)CC2)nc1	0.95	-3	0	-30	-6	5	0	0.88	12
COCCOC1CCN(C(=O)C2CCC(=O)N(CCc3ccccc3)C2)CC1 (stereo not given)	1.1	-2	-2	1	-8	-9	-3	0.92	8
S=c1[nH]nc(-c2ccc(Cl)cc2)n1/N=C/c1ccco1	1	-2	29	-1	24	-1	0	0.79	22
COc1cc(C(=O)NCC(=O)NC(C)CCc2ccccc2)cc(OC)c1OC (stereo not given)	1.1	-1	8	0	13	-11	1	1.2	-15
O=C(Nc1csc([N+](=O)[O-])c1)Nc1ccccc1Cl	0.69	-3	27	3	-8	31	-4	1	0
N#Cc1ccccc1S(=O)c1ccccc1C(=O)Nc1ccccc1 (stereo not given)	1	0	15	2	1	-1	3	1	-2
COc1ccc(OCCOC(=O)c2[nH]c(C)c(C(C)=O)c2C)cc1	1	-5	16	0	-6	-4	-4	1.3	-30
Cc1ccc(C(=O)/C=C/c2ccccc2[N+](=O)[O-])cc1	0.98	-6	36	4	-3	2	-4	0.87	13
O=C(Nc1ccc(-c2nc3ccccc3[nH]2)cc1)c1ccc2c(c1)OCO2	0.95	-5	1	2	-6	5	-3	0.84	16
CC(CCc1ccccc1)NC(=O)c1ccc(NC(=O)c2ccccc2)cc1 (stereo not given)	0.94	1	28	-1	-1	6	-3	0.83	16
CC(=O)NC(CCS(C)(=O)=O)C(=O)Nc1cc(C)on1 (stereo not given)	1.1	9	10	1	-4	-5	0	0.82	18
